Assay outcomes (PubChem)
p97 ATPase inh = inhibitors of human p97 ATPase, primary screen, biochemical. Transitional endoplasmic reticulum ATPase (Homo sapiens), P55072. recombinant p97 ATPase, Kinase-Glo ATP luminescence, 3 h. inhibition, % at 8 µM. 220,000 tested, 0.42% active. AID 1481, 2009; in the data active means inhibition above about 15%;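 further: 0% = DMSO vehicle and 100% = wells lacking enzyme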
m-calpain inh = inhibitors of pig calpain II, primary screen, biochemical, fluorogenic peptide substrate, 1536-well. 220,000 tested, 0.37% active. inhibition, % at 16 µM. purified calpain II, 30 min;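 active means inhibition above about 50%, limit read from the data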
Runt-CBFb FRET = inhibitors of RUNX1 Runt–CBFb binding, primary screen, biochemical, FRET, Cerulean-Runt, Venus-CBFb, uHTS. Cerulean-Runt/Venus-CBFb FRET ratio 530/480, 1 h. inhibition, % at 20 µM. 220,000 tested, 0.46% active. AID 1496, 2009;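 active means inhibition over about 50% at 20 µM in the single-dose screen, limit read from the data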;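 further: 0% = DMSO wells and 100% = excess unlabeled CBFb competitor control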
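Assay system: Cerulean-tagged RUNX1 Runt domain (FRET donor) fusion protein / Amount: 100 nM each of Venus-CBFb and Cerulean-Runt domain / Medium: Tris buffer pH 7.5 with salts and BSA / Also added: Venus-CBFb 100 nM / Schedule: 1 h complex formation plus 1 h compound treatment, room temperature / Signal: FRET fluorescence / Read-out: loss of energy transfer signal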
p47phox inh = p47phox/p22phox peptide binding inhibitors, primary screen, biochemical, uHTS, NADPH oxidase regulatory subunit. fluorescence polarization, 2 h. inhibition, % at 24.7 µM. 220,000 tested, 0.53% active. AID 1274, 2008;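 active means inhibition above about 30%, limit read from the data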;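 further: 0% = p47phox with labelled peptide and 100% = labelled peptide alone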
Target sequence (P14598 whole entry, looked up): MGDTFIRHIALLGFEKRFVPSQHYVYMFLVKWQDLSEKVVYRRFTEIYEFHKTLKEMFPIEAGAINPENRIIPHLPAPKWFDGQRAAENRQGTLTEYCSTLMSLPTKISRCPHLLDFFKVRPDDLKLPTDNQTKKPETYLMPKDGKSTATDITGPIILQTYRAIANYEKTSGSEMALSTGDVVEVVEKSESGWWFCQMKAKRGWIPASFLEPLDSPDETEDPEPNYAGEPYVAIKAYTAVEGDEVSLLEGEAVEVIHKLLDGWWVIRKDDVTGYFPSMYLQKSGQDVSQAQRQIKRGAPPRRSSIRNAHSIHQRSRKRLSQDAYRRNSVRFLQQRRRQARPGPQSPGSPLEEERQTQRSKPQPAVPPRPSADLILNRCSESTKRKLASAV
TbHK1 inh = Trypanosoma brucei hexokinase 1 inhibitors, primary screen, biochemical, G6PDH-coupled NADH absorbance, MLSCN library | hexokinase 1 [Trypanosoma brucei] | recombinant TbHK1, G6PDH-coupled NADH A340 | inhibition, % at 10 µM | 220,000 tested, 0.11% active | AID 1430, 2008;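 active means inhibition of 50% or more in the single-dose primary screen; inactive means inhibition below 50%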
EBV gp42 inh = Epstein-Barr virus gp42 inhibitors, primary screen, biochemical, uHTS, fluorescence polarization. inhibition, % (tested at 21.74 µM). 220,000 tested, 0.42% active. Fluorescence polarization binding assay, mP read-out. AID 1085, 2008. Glycoprotein 42 (Epstein-Barr virus (strain AG876)), Q1HVG2; in the data active means inhibition above about 50%
RBBP9 inh = human RBBP9 inhibitors, primary screen, biochemical, fluorescence polarization, FP-Rh probe, HTS; Serine hydrolase RBBP9 (Homo sapiens), O75884; inhibition, % at 7.94 µM; recombinant RBBP9; 220,000 tested, 0.2% active;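 active means inhibition above the campaign mean of all tested compounds plus 3 SD, cut at about 14% in these data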;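 further: plate controls were DMSO wells with RBBP9 for no effect and wells lacking RBBP9 protein for full effect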
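Controls: DMSO-treated enzyme wells and wells lacking RBBP9 | Material: RBBP9 protein | Technique: Fluorescence polarization | Replication: Single well per compound, no replicates | Buffer or medium: Tris-NaCl-Pluronic buffer, pH 8.0 | Timing: 30 min compound preincubation, 45 min probe labeling, 25 °C | Read-out basis: Percent inhibition from mP, scaled between DMSO and no-protein wells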
Furin inh = human furin inhibitors, primary screen, biochemical, fluorescence intensity | P09958 | purified furin, fluorogenic substrate cleavage | inhibition, % at 30 µM | 220,000 tested, 0.061% active | AID 463115, 2010; in the data active means inhibition above about 25%; further: inactives centre near -15
Target sequence (P09958 108-714 limits assumed): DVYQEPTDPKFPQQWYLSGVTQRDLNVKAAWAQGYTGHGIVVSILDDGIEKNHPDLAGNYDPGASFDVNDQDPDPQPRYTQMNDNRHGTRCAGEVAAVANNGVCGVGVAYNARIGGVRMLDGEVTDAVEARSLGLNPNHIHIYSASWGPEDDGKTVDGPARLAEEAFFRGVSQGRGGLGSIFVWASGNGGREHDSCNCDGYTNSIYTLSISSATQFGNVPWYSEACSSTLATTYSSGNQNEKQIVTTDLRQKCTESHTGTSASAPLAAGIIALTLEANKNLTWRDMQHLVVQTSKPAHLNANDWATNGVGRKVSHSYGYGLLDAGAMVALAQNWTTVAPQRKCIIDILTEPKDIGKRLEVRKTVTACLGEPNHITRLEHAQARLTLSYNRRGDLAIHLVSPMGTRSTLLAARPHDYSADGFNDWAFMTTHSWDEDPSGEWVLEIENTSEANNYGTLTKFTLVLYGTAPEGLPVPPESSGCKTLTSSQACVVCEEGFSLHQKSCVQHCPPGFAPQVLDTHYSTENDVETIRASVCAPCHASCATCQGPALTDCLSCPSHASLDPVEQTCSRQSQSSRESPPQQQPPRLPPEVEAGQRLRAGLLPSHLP
Runt-SMMHC FRET = inhibitors of RUNX1 Runt–CBFb-SMMHC binding, primary screen, biochemical, FRET, Cerulean-Runt, Venus-CBFb-SMMHC, uHTS | Runt-related transcription factor 1 (Homo sapiens) + Core-binding factor subunit beta … | Cerulean-Runt/Venus-CBFb-SMMHC FRET ratio 530/480, 1 h | inhibition, % at 20 µM | 220,000 tested, 0.74% active | AID 1434, 2008;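 active means mean inhibition across duplicate retests at 20 µM reaching about 50%, limit read from the data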;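 further: 0% = DMSO wells and 100% = wells with excess untagged CBFb-SMMHC; inhibitors lower the FRET ratio by blocking Runt binding to CBFb-SMMHC; some results filed as inactive read as strong as hits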
Numbers without * were called inactive; i = inactive; nt = no result given; [ ] = remark or other dose. Random draw from the library. Share with any hit: about 2.7%.

1. COc1cccc(C(=O)NC(=S)Nc2ccc(Cl)c(C(=O)O)c2)c1
2. CN1CCCC(OC(=O)c2cc(Cl)cc(Cl)c2)C1 (centres undefined)
3. Cc1c(Cl)cccc1-c1ccc(C(=O)N2CCN(c3ccc([N+](=O)[O-])cc3)CC2)o1
4. CC1=Nn2c(nc3sc4c(c3c2=O)CCCC4)SC1
5. Cc1ccc(CNC(=O)CCNS(=O)(=O)c2ccc(Br)s2)cc1
6. Cc1cc(SCC(=O)c2cccs2)n2nc(C)c(-c3ccc(Cl)cc3)c2n1
7. O=C(O)c1ccc2c3c(ncnc13)-c1ccccc1C2=O
8. COc1ccc2c(c1OC)C(=O)N(c1ccc3c(c1)CCC3)C2=O

assay / entry | 1 | 2 | 3 | 4 | 5 | 6 | 7 | 8
p97 ATPase inh | -1 | 7 | 1 | 1 | 1 | 9 | 4 | 2
m-calpain inh | 1 | 10 | -2 | -2 | 6 | -116 | -6 | -25
Runt-CBFb FRET | 4 | -1 | 2 | 20 | -2 | 0 | 14 | -5
p47phox inh | -13 | -12 | -17 | -5 | -16 | -23 | -12 | -10
TbHK1 inh | -10 | -7 | -10 | -18 | -1 | 0 | -12 | 4
EBV gp42 inh | -11 | -15 | -3 | 9 | -8 | -11 | 76* | 1
RBBP9 inh | 0 | -3 | -12 | -3 | 8 | -3 | 4 | 1
Furin inh | -17[20 µM] | -23 | -9 | -4 | -21 | -23 | -13 | -3[20 µM]
Runt-SMMHC FRET | -8 | -1 | -13 | 10 | 0 | -8 | -18 | -3

9. Cc1ncc([N+](=O)[O-])n1CCOC(=O)c1ccc(Cl)cc1Cl
10. O=C(c1ccc(Cl)cc1)c1cnc(Nc2ccccc2)s1
11. COc1ccc(OCC(=O)Nc2ccc3nc(C)sc3c2)cc1
12. NS(=O)(=O)c1ccc(-c2ccc(/C=N/NC(=O)c3ccc([N+](=O)[O-])cc3)o2)cc1
13. CCn1c(CSc2nnc(-c3ccncc3)n2C)nc2cc(C(=O)O)ccc21
14. CCNc1sc(S(C)(=O)=O)nc1S(=O)(=O)c1ccc(Cl)cc1
15. Cc1ccc(C)c(NC(=S)NCCN(C2CCCCC2)C2CCCC2)c1
16. Cc1cc2nc(-c3ccc(SCC(=O)Nc4ccc(S(=O)(=O)NC5CC5)cc4)nc3)[nH]c2cc1C

assay / entry | 9 | 10 | 11 | 12 | 13 | 14 | 15 | 16
p97 ATPase inh | 1 | 4 | 1 | 0 | 14 | 0 | 5 | 1
m-calpain inh | -5 | 10 | 5 | 0 | 6 | -13 | -2 | -243
Runt-CBFb FRET | -1 | 2 | -1 | -1 | 4 | -2 | 0 | -6
p47phox inh | 1 | -19 | -11 | 5 | -16 | 1 | -10 | -103
TbHK1 inh | -10 | -6 | 0 | -6 | -12 | -15 | 2 | -24
EBV gp42 inh | -19 | -23 | -14 | 1 | 4 | 7 | -18 | -14
RBBP9 inh | 0 | 1 | -9 | -7 | 17* | -5 | 6 | -47
Furin inh | -21[20 µM] | 1[20 µM] | -23 | -22 | -31 | -29 | -23 | -41
Runt-SMMHC FRET | 4 | 1 | 3 | 0 | 5 | -5 | 4 | -7

17. Nc1ccc(N2CCN(C(=O)c3cccs3)CC2)cc1
18. COC(=O)C1=C(C)N(C)C(=S)NC1c1ccc(Cl)cc1 (centres undefined)
19. COc1ccccc1OCC(=O)NCCSCc1cccc(Cl)c1
20. Fc1cccc(/C=N/Nc2ncnc3nc[nH]c23)c1
21. Clc1ccccc1-c1nn2c(COc3ccccc3)nnc2s1
22. COC(=O)c1ccc(S(=O)(=O)N(CCO)Cc2ccccc2)n1C
23. CC(=O)c1cnc2scnn2c1=O
24. CC(C)(C)NC(=O)COC(=O)c1ccccc1OCC(=O)Nc1ccc(Br)cc1

assay / entry | 17 | 18 | 19 | 20 | 21 | 22 | 23 | 24
p97 ATPase inh | 0 | 2 | 1 | 3 | -9 | 1 | 3 | 1
m-calpain inh | 20 | 3 | 10 | 5 | 4 | -22 | -21 | 9
Runt-CBFb FRET | 30 | -2 | -3 | 0 | 3 | 0 | 1 | -4
p47phox inh | -7 | -1 | -11 | 17 | -7 | -13 | -10 | -5
TbHK1 inh | -7 | 32 | 0 | -48 | 5 | 37 | -21 | -1
EBV gp42 inh | -22 | -1 | -8 | 21 | 1 | -8 | 0 | -1
RBBP9 inh | 2 | 7 | 0 | -5 | -9 | -5 | 5 | -12
Furin inh | -15[20 µM] | -9 | -17 | 6 | 1[20 µM] | -32 | -19 | -5
Runt-SMMHC FRET | 2 | 3 | 2 | -6 | -3 | -1 | 1 | -7

The results go on:
Short keys – A = p97 ATPase inh; B = m-calpain inh; C = Runt-CBFb FRET; D = p47phox inh; E = TbHK1 inh; F = EBV gp42 inh; G = RBBP9 inh; H = Furin inh; I = Runt-SMMHC FRET
25. O=C(O)c1ccc(NC(=O)C2CC=CCC2C(=O)O)cc1 (centres undefined)
  A: 1	B: -2	C: -2	D: -6	E: -4	F: -25	G: -5	H: -16	I: 1
26. COC(=O)c1ccsc1NC(=O)C1=COCCO1
  A: 6	B: -10	C: 1	D: -8	E: -24	F: 10	G: -4	H: -5	I: 1
27. COc1cc(C(C)=O)ccc1OCC(O)CN1CCN(S(=O)(=O)c2ccccc2)CC1 (centres undefined)
  A: 2	B: -6	C: 0	D: -44	E: -6	F: -4	G: 4	H: -6[20 µM]	I: 2
28. COC(=O)c1ccc(COc2ccc(/C=N/NC(=O)C(=O)Nc3ccc(OC)cc3)cc2OC)o1
  A: -6	B: 8	C: 1	D: 25	E: -35	F: -5	G: -9	H: -17	I: 5
29. N#C/C(=C\c1ccncc1)c1nc2c(s1)CCCC2
  A: 3	B: -319	C: 22	D: -12	E: -12	F: 9	G: -8	H: -3	I: 87*
30. CCc1ccc2nc(SCC(=O)N3CCCCC3)c(C#N)cc2c1
  A: -3	B: 9	C: nt	D: -37	E: -1	F: -17	G: -11	H: -17[20 µM]	I: nt
31. COc1ccccc1OC1OC2COC(c3ccco3)OC2C(O)C1NC(C)=O (centres undefined)
  A: 1	B: -13	C: -1	D: 17	E: 34	F: -18	G: -3	H: -6	I: 0
32. COc1ccc(S(=O)(=O)Nc2nncs2)cc1
  A: -2	B: 19	C: -1	D: -8	E: 1	F: 1	G: -10	H: -20[20 µM]	I: -3
33. Cc1cc(C)c2c(CN3CCN(CCO)CC3)cc(=O)oc2c1
  A: 6	B: 32	C: -2	D: 0	E: -3	F: -4	G: -5	H: -21	I: 0
34. Cc1ccc(N/C=C/C(=O)c2ccccc2)cc1C
  A: 0	B: 5	C: -4	D: -7	E: 36	F: -16	G: 7	H: -2	I: -8
35. Cc1ccc(Cc2cnc(NC(=O)c3ccco3)s2)cc1
  A: -2	B: -33	C: -3	D: -15	E: -3	F: -10	G: 0	H: -23[20 µM]	I: -1
36. NC(=O)N1CCN(C(=O)c2ccco2)CC1
  A: 3	B: -12	C: 2	D: -11	E: 29	F: -7	G: -1	H: -6[20 µM]	I: -5
37. Cc1ccc(NS(=O)(=O)c2cc(C(=O)N3CCOCC3)ccc2C)cc1C
  A: 0	B: 20	C: -1	D: 13	E: -5	F: -5	G: -11	H: -16[20 µM]	I: -1
38. O=C(CN1CCC(NC(=O)c2ccco2)CC1)Nc1ccccc1[N+](=O)[O-]
  A: 4	B: -16	C: 1	D: 0	E: -8	F: -2	G: -5	H: -25	I: -8
39. CC(=O)N(c1ccc(Br)cc1)C1C=CS(=O)(=O)C1 (centres undefined)
  A: 4	B: 3	C: -2	D: -13	E: 6	F: -19	G: -1	H: -14	I: -2
40. O=C(NNC(=O)C1CCCO1)c1ccccc1Cl (centres undefined)
  A: 4	B: -40	C: 0	D: -10	E: 3	F: 7	G: 8	H: -17[20 µM]	I: -6
41. CCC(C(=O)NCc1ccco1)N(C(=O)CNS(=O)(=O)c1ccccc1)C1CCCCC1 (centres undefined)
  A: -3	B: -108	C: -2	D: -9	E: -5	F: -4	G: -3	H: -25[20 µM]	I: 2
42. O=C(NC(Cc1c[nH]c2ccccc12)C(=O)N/N=C/c1cccc2ccccc12)c1cccs1 (centres undefined)
  A: 6	B: -63	C: -1	D: -28	E: -18	F: 1	G: -31	H: -23	I: -1
43. Cc1ccc(-c2nc3ccccn3c2Nc2ccccc2)o1
  A: 6	B: i	C: 48	D: -8	E: -9	F: 4	G: -2	H: -31	I: 23
44. CCN(CC)S(=O)(=O)c1ccc(N2CCCC2)c(NC(=O)c2ccc(OC)cc2OC)c1
  A: 0	B: 1	C: -2	D: -12	E: -3	F: 0	G: -10	H: -29	I: -5
45. CCN1CCN(c2nc3sc4c(c3c3ncnn23)CC(C)CC4)CC1 (centres undefined)
  A: 0	B: 9	C: -2	D: -12	E: 8	F: -18	G: 1	H: -18	I: 1
46. CCOC(=O)N1CCN(C(=O)CCc2nc3sc4c(c3c(=O)[nH]2)CCCC4)CC1
  A: -6	B: 18	C: -2	D: -5	E: -4	F: -6	G: 2	H: -5	I: -1
47. c1ccc(-n2nnnc2-n2ccnc2)cc1
  A: -5	B: -3	C: 1	D: -10	E: -1	F: -10	G: -9	H: -11[20 µM]	I: -1

9 entries from above, reformatted:
| No. | SMILES | p97 ATPase inh | m-calpain inh | Runt-CBFb FRET | p47phox inh | TbHK1 inh | EBV gp42 inh | RBBP9 inh | Furin inh | Runt-SMMHC FRET |
| --- | --- | --- | --- | --- | --- | --- | --- | --- | --- | --- |
| 39 | CC(=O)N(c1ccc(Br)cc1)C1C=CS(=O)(=O)C1 (centres undefined) | 4 | 3 | -2 | -13 | 6 | -19 | -1 | -14 | -2 |
| 40 | O=C(NNC(=O)C1CCCO1)c1ccccc1Cl (centres undefined) | 4 | -40 | 0 | -10 | 3 | 7 | 8 | -17[20 µM] | -6 |
| 41 | CCC(C(=O)NCc1ccco1)N(C(=O)CNS(=O)(=O)c1ccccc1)C1CCCCC1 (centres undefined) | -3 | -108 | -2 | -9 | -5 | -4 | -3 | -25[20 µM] | 2 |
| 42 | O=C(NC(Cc1c[nH]c2ccccc12)C(=O)N/N=C/c1cccc2ccccc12)c1cccs1 (centres undefined) | 6 | -63 | -1 | -28 | -18 | 1 | -31 | -23 | -1 |
| 43 | Cc1ccc(-c2nc3ccccn3c2Nc2ccccc2)o1 | 6 | i | 48 | -8 | -9 | 4 | -2 | -31 | 23 |
| 44 | CCN(CC)S(=O)(=O)c1ccc(N2CCCC2)c(NC(=O)c2ccc(OC)cc2OC)c1 | 0 | 1 | -2 | -12 | -3 | 0 | -10 | -29 | -5 |
| 45 | CCN1CCN(c2nc3sc4c(c3c3ncnn23)CC(C)CC4)CC1 (centres undefined) | 0 | 9 | -2 | -12 | 8 | -18 | 1 | -18 | 1 |
| 46 | CCOC(=O)N1CCN(C(=O)CCc2nc3sc4c(c3c(=O)[nH]2)CCCC4)CC1 | -6 | 18 | -2 | -5 | -4 | -6 | 2 | -5 | -1 |
| 47 | c1ccc(-n2nnnc2-n2ccnc2)cc1 | -5 | -3 | 1 | -10 | -1 | -10 | -9 | -11[20 µM] | -1 |
